Screening results deposited in PubChem by several laboratories.
MCL1 BIM primary – inhibitors of MCL1 binding to BIM-BH3, primary screen, biochemical, fluorescence polarization. inhibition, % at 10.9 µM. GST-MCL1 / FITC-Bim-BH3 fluorescence polarization. 320,000 compounds, 0.68% hits;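 active = inhibition above the mean inhibition of all tested compounds plus 3 SD, set per campaign, cut at about 40% in these data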;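 also: 0% = DMSO wells and 100% = unlabeled Bim-BH3 peptide control; higher means more loss of mP so more displacement of Bim peptide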
Target sequence (Q07820 whole entry, looked up): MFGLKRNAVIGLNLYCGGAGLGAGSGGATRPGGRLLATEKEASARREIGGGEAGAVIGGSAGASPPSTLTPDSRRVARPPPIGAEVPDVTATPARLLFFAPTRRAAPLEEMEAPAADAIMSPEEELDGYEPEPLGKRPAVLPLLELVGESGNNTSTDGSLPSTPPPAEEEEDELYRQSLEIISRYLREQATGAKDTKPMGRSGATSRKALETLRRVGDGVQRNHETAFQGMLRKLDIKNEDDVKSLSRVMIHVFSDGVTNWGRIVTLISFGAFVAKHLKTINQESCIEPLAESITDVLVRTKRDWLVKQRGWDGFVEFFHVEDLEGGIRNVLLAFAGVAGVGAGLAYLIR
GLD-1 RNA inh – GLD-1/TGE RNA complex disruptors, primary screen, biochemical, fluorescence polarization; Female germline-specific tumor suppressor gld-1 (Caenorhabditis elegans), Q17339; purified GLD-1 + fluorescein TGE RNA; inhibition, % at 5.96 µM; 320,000 compounds, 0.44% hits; AID 2280, 2010;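 active = percent inhibition above a per-plate cutoff, the plate mean of test compounds plus 3 SD, cut at about 30% in these data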;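 also: 0% = DMSO wells with GLD-1 and probe and 100% = wells lacking GLD-1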
CIT2 TOR yeast – modulators of CIT2-GFP expression in yeast, primary screen, S. cerevisiae, GFP fusion, multiplex flow cytometry, MLPCN library; GFP response vs DMSO, % at 10 µM; S. cerevisiae CIT2-GFP strain, 3 h; 100 means same as DMSO wells; 320,000 compounds, 0.065% hits;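 active = GFP response relative to DMSO above a set limit, near the screen mean plus 3 SD, cut at about 150% in these data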;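 also: ratio of well median GFP fluorescence to mean of DMSO wells on the plate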
GRK2 inh – compounds blocking aptamer binding on GRK2 – biochemical, human GRK2, bead flow cytometry, HTS, primary screen; Beta-adrenergic receptor kinase 1 (Homo sapiens), P25098; FAM-aptamer displacement from GRK2; inhibition of aptamer binding, % at 10 µM; 330,000 compounds, 0.59% hits; AID 488847, 2010;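 active = inhibition of aptamer binding above 40%, roughly 3 SD of noise, on plates passing a quality check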;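 also: median bead fluorescence of bound FAM aptamer so fluorescent compounds give negative values; no value below 0 was filed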
AGP1 TOR yeast – modulators of AGP1-GFP expression in yeast TOR pathway, primary screen, cell-based, multiplex flow cytometry, S. cerevisiae, MLPCN library. 3 h; GFP as percent of DMSO wells. 320,000 compounds, 0.02% hits. GFP response vs DMSO, % at 10 µM;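 active = GFP response relative to DMSO above a set limit, near screen average plus 3 SD, cut at about 150% in these data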;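 also: median GFP channel fluorescence of the gated AGP1 strain per well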
VLA-4 inh – inhibition in human VLA-4 binding assay, primary screen, VLA-4 allosteric modulator project, MLPCN library, flow cytometry, VLA-4 expressing cells; Integrin alpha-4 (Homo sapiens), P13612; ligand binding flow cytometry; inhibition, % (about 7 µM as worked out from the volumes in the protocol); 330,000 compounds, 0.2% hits; AID 2557, 2010; in the data active = inhibition above about 50%
MEX-5 binding – MEX-5 zinc finger RNA-binding disruptors – biochemical, C. elegans, fluorescence polarization, MLPCN library, primary screen; AID 1832, 2009; Zinc finger protein mex-5 (Caenorhabditis elegans), Q9XUB2; activity score (negative = inhibition of binding), % at 10 µM; MEX-5/FITC-TCR2 RNA binding; active compounds read low; 300,000 compounds, 0.38% hits;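 active = inhibition past about -25% in most replicates, and total fluorescence under double the plate's negative control median, limit read from the data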;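 also: 0% = DMSO and -100% = 5 µM competing unlabeled TCR2 RNA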
Target sequence (Q9XUB2 whole entry, looked up): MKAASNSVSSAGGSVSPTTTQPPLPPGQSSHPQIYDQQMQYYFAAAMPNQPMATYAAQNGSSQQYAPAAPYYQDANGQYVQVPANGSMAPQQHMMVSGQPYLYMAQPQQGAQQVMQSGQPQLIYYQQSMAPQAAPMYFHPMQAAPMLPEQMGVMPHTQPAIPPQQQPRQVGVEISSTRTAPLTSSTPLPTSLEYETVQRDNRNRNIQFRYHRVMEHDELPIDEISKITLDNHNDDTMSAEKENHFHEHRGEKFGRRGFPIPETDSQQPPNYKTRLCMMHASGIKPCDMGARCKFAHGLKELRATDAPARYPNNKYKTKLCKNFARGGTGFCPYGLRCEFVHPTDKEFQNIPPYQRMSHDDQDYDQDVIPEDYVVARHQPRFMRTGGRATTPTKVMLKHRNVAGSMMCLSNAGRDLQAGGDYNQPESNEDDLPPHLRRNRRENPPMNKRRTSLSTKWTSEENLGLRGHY
BCLXL inh – inhibitors of human Bcl-xL, primary screen, biochemical, fluorescence polarization, HTS. inhibition, % at 10.9 µM. GST-Bcl-xL / FITC-Bim BH3 peptide fluorescence polarization. Bcl-2-like protein 1 (Homo sapiens), Q07817. 320,000 compounds, 0.7% hits;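 active = inhibition above the mean of all tested compounds plus 3 SD, cutoff set per campaign, cut at about 30% in these data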;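 also: 0% = DMSO wells and 100% = unlabeled Bim-BH3 peptide competitor; inhibitors lower millipolarization by displacing the labeled peptide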
Target sequence (Q07817 whole entry, looked up): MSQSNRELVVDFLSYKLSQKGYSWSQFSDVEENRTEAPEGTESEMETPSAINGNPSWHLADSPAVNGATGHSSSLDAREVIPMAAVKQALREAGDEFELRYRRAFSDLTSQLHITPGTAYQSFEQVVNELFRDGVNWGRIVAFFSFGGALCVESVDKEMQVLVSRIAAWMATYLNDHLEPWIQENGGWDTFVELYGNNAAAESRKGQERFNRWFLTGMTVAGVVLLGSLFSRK
CR mimetic SO – reduction of superoxide in aged yeast, primary screen, HTS; superoxide response (% of plate mean), % at 10 µM; 330,000 compounds, 0.18% hits; S. cerevisiae aged cells, superoxide DHE fluorescence; active compounds read low;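 active = superoxide response under a set limit, about three screen SD below normal, cut at about 65% in these data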;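 also: yeast aged for seven days with compound at 30 °C before DHE staining; 100% = average MFI of all compound-treated wells on the plate with controls excluded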
* marks the source's active call; other numbers are inactive results.

Results for O=C(NC1CC1)c1ccc(-n2cccc2)cc1 ?
MCL1 BIM primary: 6; GLD-1 RNA inh: -1; CIT2 TOR yeast: 100; GRK2 inh: 0; AGP1 TOR yeast: 104; VLA-4 inh: 0; MEX-5 binding: -2.1; BCLXL inh: 2; CR mimetic SO: 100

How did CC1=C(N2CCOCC2)CCC1=O do in these assays?
MCL1 BIM primary: -2; GLD-1 RNA inh: 2; CIT2 TOR yeast: 101; GRK2 inh: 3; AGP1 TOR yeast: 108; VLA-4 inh: 3; MEX-5 binding: 0.7; BCLXL inh: 0; CR mimetic SO: 98

How did Cn1ccc2cc(-c3csc(N4CCC(C(N)=O)CC4)n3)ccc21 do in these assays?
GLD-1 RNA inh: -1; GRK2 inh: 0; VLA-4 inh: 22; CR mimetic SO: 115

How did CCc1nc(NCCCN2CCOCC2)c2oc3ccccc3c2n1 do in these assays?
MCL1 BIM primary: 1; GLD-1 RNA inh: 4; CIT2 TOR yeast: 105; GRK2 inh: 0; AGP1 TOR yeast: 103; VLA-4 inh: -3; MEX-5 binding: 3.7; BCLXL inh: 4; CR mimetic SO: 98

How did O=C(c1ccc(Cl)cc1)C1CCN(Cc2ccccc2)CC1 do in these assays?
MCL1 BIM primary: -7; GLD-1 RNA inh: -11; CIT2 TOR yeast: 101; GRK2 inh: 5; AGP1 TOR yeast: 82; VLA-4 inh: 7; MEX-5 binding: 2.5; BCLXL inh: 7; CR mimetic SO: 97

How did CC(=O)C[C@H](O)CC(=O)[C@H]1OC(=O)CCCCCCCc2ccccc21 do in these assays?
MCL1 BIM primary: 4; GLD-1 RNA inh: 4; CIT2 TOR yeast: 103; GRK2 inh: 2; AGP1 TOR yeast: 98; VLA-4 inh: -6; BCLXL inh: 5; CR mimetic SO: 92

Results for NC(=O)c1cc[n+](CC2=C(C(=O)O)N3C(=O)[C@@H](NC(=O)C(c4ccccc4)S(=O)(=O)[O-])[C@H]3SC2)cc1 (some centres undefined) ?
MCL1 BIM primary: 39; GLD-1 RNA inh: 14; CIT2 TOR yeast: 88; GRK2 inh: 85*; AGP1 TOR yeast: 96; VLA-4 inh: 8; MEX-5 binding: -20; BCLXL inh: 19; CR mimetic SO: 101

What do the screens show for `CC12CN(Cc3ccccc3)CC(C)(CN(Cc3ccccc3)C1)C2=NO`?
MCL1 BIM primary: -1; GLD-1 RNA inh: -6; CIT2 TOR yeast: 93; GRK2 inh: 0; AGP1 TOR yeast: 98; VLA-4 inh: -2; MEX-5 binding: 2.5; BCLXL inh: 1; CR mimetic SO: 96

Results for O=C(Cn1cnc([N+](=O)[O-])n1)N/N=C/c1ccc(O)cc1O ?
MCL1 BIM primary: 12; GLD-1 RNA inh: 5; CIT2 TOR yeast: 100; GRK2 inh: 1; AGP1 TOR yeast: 106; VLA-4 inh: 11; MEX-5 binding: -3.0; BCLXL inh: 1; CR mimetic SO: 105

What do the screens show for `CC(=O)N1CCN(C(=O)c2ccc(Cl)c(NC(=O)c3cccs3)c2)CC1`?
MCL1 BIM primary: -3; GLD-1 RNA inh: 1; CIT2 TOR yeast: 106; GRK2 inh: 4; AGP1 TOR yeast: 109; VLA-4 inh: 26; MEX-5 binding: 0.7; BCLXL inh: 1; CR mimetic SO: 105

How did CCOC(=O)N1CCN(C(=O)COc2ccccc2[N+](=O)[O-])CC1 do in these assays?
MCL1 BIM primary: -5; GLD-1 RNA inh: 8; CIT2 TOR yeast: 101; GRK2 inh: 3; AGP1 TOR yeast: 108; VLA-4 inh: 0; MEX-5 binding: -1.0; BCLXL inh: 3; CR mimetic SO: 106

What do the screens show for `CCCCCOc1ccc(C(=O)NCC2(c3ccccc3)CCOCC2)cc1`?
MCL1 BIM primary: 3; GLD-1 RNA inh: 2; CIT2 TOR yeast: 88; GRK2 inh: 2; AGP1 TOR yeast: 95; VLA-4 inh: 5; MEX-5 binding: -1.1; BCLXL inh: 1; CR mimetic SO: 94

The list goes on; the last two above are carried over.
How did CCOC(=O)N1CCN(C(=O)COc2ccccc2[N+](=O)[O-])CC1 do in these assays?
MCL1 BIM primary: -5; GLD-1 RNA inh: 8; CIT2 TOR yeast: 101; GRK2 inh: 3; AGP1 TOR yeast: 108; VLA-4 inh: 0; MEX-5 binding: -1.0; BCLXL inh: 3; CR mimetic SO: 106

What do the screens show for `CCCCCOc1ccc(C(=O)NCC2(c3ccccc3)CCOCC2)cc1`?
MCL1 BIM primary: 3; GLD-1 RNA inh: 2; CIT2 TOR yeast: 88; GRK2 inh: 2; AGP1 TOR yeast: 95; VLA-4 inh: 5; MEX-5 binding: -1.1; BCLXL inh: 1; CR mimetic SO: 94

What do the screens show for `Cc1ccc(NS(=O)(=O)c2ccc(C(=O)NCCN3CCOCC3)cc2)cc1`?
GLD-1 RNA inh: 3; CIT2 TOR yeast: 104; GRK2 inh: 0; AGP1 TOR yeast: 93; VLA-4 inh: -3; CR mimetic SO: 105

Results for CCN(CC(=O)Nc1ccccc1C(F)(F)F)C(=O)CCOc1ccccc1C ?
MCL1 BIM primary: 2; GLD-1 RNA inh: 0; CIT2 TOR yeast: 110; GRK2 inh: 0; AGP1 TOR yeast: 107; VLA-4 inh: 2; MEX-5 binding: 1.7; BCLXL inh: -1; CR mimetic SO: 110

Results for CC(C)(C)NC(=O)c1ccnc(C(C)(C)C)c1 ?
MCL1 BIM primary: 9; GLD-1 RNA inh: 9; CIT2 TOR yeast: 99; GRK2 inh: 0; AGP1 TOR yeast: 96; VLA-4 inh: 5; MEX-5 binding: 1.8; BCLXL inh: 2; CR mimetic SO: 101

Results for O=C(NCCS(=O)c1ccc(Cl)cc1)c1cccc(Cl)c1 (centres undefined) ?
MCL1 BIM primary: 4; GLD-1 RNA inh: 5; CIT2 TOR yeast: 101; GRK2 inh: 5; AGP1 TOR yeast: 99; VLA-4 inh: -2; MEX-5 binding: 2.2; BCLXL inh: 4; CR mimetic SO: 99

How did COc1ccccc1CNS(=O)(=O)CC12CCC(CC1=O)C2(C)C (centres undefined) do in these assays?
MCL1 BIM primary: 9; GLD-1 RNA inh: -2; CIT2 TOR yeast: 94; GRK2 inh: 0; AGP1 TOR yeast: 95; VLA-4 inh: -1; MEX-5 binding: 0.5; BCLXL inh: 4; CR mimetic SO: 104

What do the screens show for `CCOc1ccc(Nc2cc(Nc3ccccc3OCC)nc(C=C(C#N)C#N)n2)cc1`?
MCL1 BIM primary: 0; GLD-1 RNA inh: -1; CIT2 TOR yeast: 105; GRK2 inh: 0; AGP1 TOR yeast: 102; VLA-4 inh: 22; MEX-5 binding: 3.1; BCLXL inh: 2; CR mimetic SO: 106

What do the screens show for `CCOC(=O)C(NC(=O)NCc1ccccc1)(OCC)C(F)(F)F` (centres undefined)?
MCL1 BIM primary: 1; GLD-1 RNA inh: 0; CIT2 TOR yeast: 101; GRK2 inh: 0; AGP1 TOR yeast: 101; VLA-4 inh: -4; MEX-5 binding: -0.8; BCLXL inh: 0; CR mimetic SO: 92

How did Nn1c(SCC(=O)N2CCCCCC2)nnc1-c1ccco1 do in these assays?
MCL1 BIM primary: 6; GLD-1 RNA inh: 1; CIT2 TOR yeast: 93; GRK2 inh: 1; AGP1 TOR yeast: 90; VLA-4 inh: 10; BCLXL inh: 1; CR mimetic SO: 124

Results for O=C(Nc1ccc(CSc2ccccc2)cc1)c1ccccc1 ?
MCL1 BIM primary: 1; GLD-1 RNA inh: 2; CIT2 TOR yeast: 110; GRK2 inh: 4; AGP1 TOR yeast: 118; VLA-4 inh: 5; MEX-5 binding: 3.7; BCLXL inh: 0; CR mimetic SO: 88

What do the screens show for `N#Cc1ccc2ccn(CC(=O)NCc3ccco3)c2c1`?
MCL1 BIM primary: 2; GLD-1 RNA inh: -1; CIT2 TOR yeast: 93; GRK2 inh: 0; AGP1 TOR yeast: 106; VLA-4 inh: 1; MEX-5 binding: -0.4; BCLXL inh: 9; CR mimetic SO: 87

How did O=C(Nc1ccccn1)C1COc2ccccc2O1 (centres undefined) do in these assays?
MCL1 BIM primary: 0; GLD-1 RNA inh: 6; CIT2 TOR yeast: 101; GRK2 inh: 0; AGP1 TOR yeast: 102; VLA-4 inh: -13; MEX-5 binding: -0.9; BCLXL inh: 2; CR mimetic SO: 90

Results for O=C(C1=C[C@H](c2ccccc2)C[C@H](OCCCCO)O1)N1CCN(Cc2ccc3c(c2)OCO3)CC1 ?
MCL1 BIM primary: 2; GLD-1 RNA inh: 3; CIT2 TOR yeast: 110; GRK2 inh: 0; AGP1 TOR yeast: 92; VLA-4 inh: 20; MEX-5 binding: 2.2; BCLXL inh: -1; CR mimetic SO: 96

How did Clc1ccc(CSc2nnc(-c3ccncc3)s2)cc1 do in these assays?
MCL1 BIM primary: 3; GLD-1 RNA inh: -3; CIT2 TOR yeast: 92; GRK2 inh: 2; AGP1 TOR yeast: 102; VLA-4 inh: 10; MEX-5 binding: 3.0; BCLXL inh: 4; CR mimetic SO: 91

What do the screens show for `O=C(CSc1nnc(-c2ccccc2)n1C1CCCCC1)N1CCCC1`?
MCL1 BIM primary: 7; GLD-1 RNA inh: 3; CIT2 TOR yeast: 104; GRK2 inh: 2; AGP1 TOR yeast: 110; VLA-4 inh: 8; MEX-5 binding: -0.1; BCLXL inh: 1; CR mimetic SO: 95

Results for O=C(c1cnn2ccccc12)N(Cc1ccco1)C1CCCC1 ?
MCL1 BIM primary: 0; GLD-1 RNA inh: 4; CIT2 TOR yeast: 102; GRK2 inh: 2; AGP1 TOR yeast: 103; VLA-4 inh: 19; MEX-5 binding: -1.7; BCLXL inh: -1; CR mimetic SO: 107

How did CC(C)(/C=N/O)/[N+]([O-])=C/c1ccccc1 do in these assays?
MCL1 BIM primary: -2; GLD-1 RNA inh: 0; CIT2 TOR yeast: 91; GRK2 inh: 0; AGP1 TOR yeast: 97; VLA-4 inh: 21; MEX-5 binding: 0.1; BCLXL inh: -7; CR mimetic SO: 94

Results for COc1ccc(Cl)cc1NC(=S)NNC(=O)c1cccs1 ?
MCL1 BIM primary: 5; GLD-1 RNA inh: 2; CIT2 TOR yeast: 105; GRK2 inh: 1; AGP1 TOR yeast: 109; VLA-4 inh: 15; MEX-5 binding: -0.5; BCLXL inh: 5; CR mimetic SO: 82

What do the screens show for `CC(C)(C)NC(=O)CC1C[C@H](C(=O)N2CCCCC2)[C@@]2(C)c3[nH]c4ccccc4c3CCN2C1=O` (some centres undefined)?
GLD-1 RNA inh: 5; CIT2 TOR yeast: 89; GRK2 inh: 13; AGP1 TOR yeast: 85; VLA-4 inh: 10; CR mimetic SO: 105

Results for O=C(NCCCNC(=O)c1ccco1)c1cccc(F)c1 ?
MCL1 BIM primary: 4; GLD-1 RNA inh: 6; CIT2 TOR yeast: 117; GRK2 inh: 0; AGP1 TOR yeast: 104; VLA-4 inh: 8; MEX-5 binding: 0.7; BCLXL inh: -3; CR mimetic SO: 86
